Bioassay records: PubChem, National Center for Advancing Translational Sciences (NCATS)
GLP-1R inv ag – GLP-1 receptor (human) inverse agonism. P43220. 410,000 compounds, 1.6% hits. HEK293 GLP-1R CRE-luciferase, luminescence, 24 h; GLP-1R form is constitutively active. Potency, µM (doses to about 38.3 µM), for the others: at the top dose activity change, negative = inhibition, hits mostly inhibitors; further: potency means the concentration at half of the fitted maximal effect; on the % scale 0 is the no-effect control and ±100 the full control effect; nearly all actives have a fitted effect of over 55% in size
Target sequence (P43220 whole entry, looked up): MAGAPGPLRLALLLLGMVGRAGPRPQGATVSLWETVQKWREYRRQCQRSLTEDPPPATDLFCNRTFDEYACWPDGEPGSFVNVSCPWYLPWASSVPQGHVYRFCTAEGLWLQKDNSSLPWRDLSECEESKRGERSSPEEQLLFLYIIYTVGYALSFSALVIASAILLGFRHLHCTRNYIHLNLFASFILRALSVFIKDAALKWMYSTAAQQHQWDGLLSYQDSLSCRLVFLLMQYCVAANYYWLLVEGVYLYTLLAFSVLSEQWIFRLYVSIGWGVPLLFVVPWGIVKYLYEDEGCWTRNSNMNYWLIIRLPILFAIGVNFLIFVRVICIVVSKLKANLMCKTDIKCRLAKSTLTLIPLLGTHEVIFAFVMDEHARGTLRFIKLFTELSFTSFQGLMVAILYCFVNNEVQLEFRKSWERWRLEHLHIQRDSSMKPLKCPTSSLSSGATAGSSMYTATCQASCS
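HEK293 cells stably co-expressing constitutively active GLP-1R and a cAMP-responsive luciferase reporter were seeded in DMEM with 10% Nu serum, given compounds after 12 h, and incubated 24 h at 37 deg C. Luminescence was then read.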
TDP43 rescue – inhibitors of TDP-43 toxicity in yeast; Potency, µM (doses to about 46.1 µM), for the others: top-dose growth rescue (activation), most hits filed as activators; AID 652104; TDP-43 expressing yeast growth rescue, BacTiter-Glo, 24 h; 410,000 compounds, 1.8% hits; further: potency means the concentration at half of the fitted maximal effect; % of control where 0% means no effect; nearly all actives have a fitted effect of over 50% in size
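In this qHTS, compounds that restore growth of yeast expressing TDP-43 appear as activators. Cells (OD600=0.02, galactose medium, raffinose-pregrown) are incubated with compound 24 hr at 30 deg C and growth is quantified by BacTiter-Glo.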
Akt phos inh – blocks phosphorylation of Akt; 360,000 compounds, 0.32% hits; AID 651550; Neuro2A IGF-stimulated pAkt S473 HTRF, 20 min; hits give low values; activity change, % for hits at 50 µM; in the data active means activity change below about -80%; inconclusive means mostly about -51% to -80%; further: on the % scale 0 is the no-effect control and ±100 the full control effect
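Single-point screen (50 µM final compound) in Neuro2A cells stimulated 20 min with 6 nM IGF at 37 deg C. After lysis, Ser473-phosphorylated Akt read by HTRF (ex 330 nm, em 615/665 nm) as the 665/615 ratio.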
Abeta yeast res – restores growth of yeast expressing A-beta42 peptide; AID 1347071; 410,000 compounds, 0.063% hits; yeast expressing A-beta42, growth rescue, OD600, 48 h; response scale: 0% DMSO, 100% iron-clioquinol control; Potency, µM (titrated, usually from 46.1 µM), for the others: at the top dose growth rescue, hits mostly activators; further: potency means the concentration at half of the fitted maximal effect; nearly all actives have a fitted effect of over 55% in size
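Growth rescue measured by 600 nm absorbance after 48 h yeast culture at 30 C with compound. Values normalized between DMSO and an equimolar ferric chloride plus clioquinol control.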
FUS suppressor – FUS proteinopathy suppression in yeast. S. cerevisiae FUS-expressing, growth rescue, OD600, 24 h. Potency, µM (highest dose often 76.6 µM), for inactives: at the highest dose growth rescue (activation), actives largely listed as activators. 390,000 compounds, 0.24% hits;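 further: potency means the concentration at half of the fitted maximal effect; plate controls were DMSO vehicle for no effect and reference control for full effect; nearly all actives have a fitted effect of over 55% in size; some results filed as inactive show a strong effect at the top dose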
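Yeast FUS proteinopathy model; galactose-induced FUS (2%), starting OD 0.005. Cpds in dilution series, 24hr, 30C, 99% humidity. Abs 600 nm growth. Pos ctrl CP55940 (top 92uM final); neg ctrl DMSO.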
Mm-Cpn inhibitor – M. maripaludis TRiC chaperonin inhibition. 330,000 compounds, 0.031% hits. purified Mm-Cpn ATPase, ADP Transcreener TR-FRET. AID 504842. Potency, µM (titrated, usually from 76.9 µM), for the others: at the top dose activity, negative = inhibition, usual class: inhibitors; further: potency means the concentration at half of the fitted maximal effect; on the % scale 0 is the no-effect control and ±100 the full control effect; nearly all actives have a fitted effect of over 80% in size
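Reaction buffer contained 30 mM Tris pH 7.4, 100 mM KCl, 5 mM MgCl2 and 1 mM DTT. Mm-CPN (25 nM final) hydrolysed 10 uM ATP over 30 min at 37°C; ADP was read by HTRF.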
aSyn yeast inh – rescues yeast growth from alpha-synuclein toxicity. Yeast expressing alpha-synuclein, growth rescue, BacTiter-Glo, 24 h. Potency, µM (titrated, usually from 46.1 µM), inactives show at the top dose growth rescue (activation), actives largely listed as activators. 370,000 compounds, 0.14% hits. AID 652106; further: potency means the concentration at half of the fitted maximal effect; % of control where 0% means no effect; nearly all actives have a fitted effect of over 65% in size
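Galactose-induced alpha-syn yeast (OD600=0.02, raffinose-pregrown) + pinned cpd, 24 hr, 30 deg C; growth by BacTiter-Glo luminescence. Growth restoration scores as activation.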
HEK293 tox – cytotoxicity in counter-screen for GLP-1R inverse agonists; HEK293 cAMP-luciferase reporter cells, luminescence, 24 h; Potency, µM (highest dose often 38.3 µM), for inactives: at the highest dose activity change, negative = inhibition, hits mostly inhibitors; 410,000 compounds, 0.13% hits;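 further: loss of luciferase light is scored as toxicity; potency means the concentration at half of the fitted maximal effect; on the % scale 0 is the no-effect control and ±100 the full control effect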
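Seeding density was 200 cells/uL; after overnight-length (12 h) culture, 23 nL compounds went on for 24 h at 37 °C. Readout used a luciferase detection reagent, luminescence taken after 12 min at room temperature.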
PTHR1 ag – PTHR1 (human) receptor agonism. Q03431. HEK293 GP2 PTHR1 cells, GloSensor cAMP luminescence, 1 h. Potency, µM (top dose mostly 115 µM), without a hit: at the highest dose activation, hits mostly activators. 410,000 compounds, 0.075% hits. AID 743266; further: potency means the concentration at half of the fitted maximal effect; nearly all actives have a fitted effect of over 55% in size; some results filed as inactive show a strong effect at the top dose; inactives centre near -15; many of its hits are not listed in these tables
Target sequence (Q03431 whole entry, looked up): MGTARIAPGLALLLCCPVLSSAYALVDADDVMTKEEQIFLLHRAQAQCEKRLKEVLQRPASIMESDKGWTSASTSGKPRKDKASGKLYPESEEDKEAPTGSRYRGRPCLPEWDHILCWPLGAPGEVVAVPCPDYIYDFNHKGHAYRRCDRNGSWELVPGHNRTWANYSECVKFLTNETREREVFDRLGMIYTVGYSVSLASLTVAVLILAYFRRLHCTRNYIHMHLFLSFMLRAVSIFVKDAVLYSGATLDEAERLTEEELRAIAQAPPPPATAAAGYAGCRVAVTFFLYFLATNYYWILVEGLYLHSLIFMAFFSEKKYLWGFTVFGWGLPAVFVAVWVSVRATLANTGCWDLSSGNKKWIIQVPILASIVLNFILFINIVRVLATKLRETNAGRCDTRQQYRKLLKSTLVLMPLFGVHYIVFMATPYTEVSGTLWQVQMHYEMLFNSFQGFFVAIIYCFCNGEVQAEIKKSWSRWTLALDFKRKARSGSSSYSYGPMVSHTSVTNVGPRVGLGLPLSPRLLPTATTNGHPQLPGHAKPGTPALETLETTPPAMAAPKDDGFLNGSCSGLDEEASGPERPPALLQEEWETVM
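HEK-293-derived GP2 cells expressing PTHR1 and a GloSensor cAMP reporter, 3,000/well, plated overnight, given luciferin plus IBMX (each 0.5 mM as added) for 1 h at 37 °C, then compound for 1 h at 37 °C. Luminescence was read after 15 min at room temperature.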
* marks the source's active call; other numbers are inactive results; i = inactive; ? = inconclusive; nt = not tested or not shown; [ ] = dose if it differs, or a comment. Unless noted, the call rests on the fitted dose curve; in most records, active means well fitted curve in the direction sought with a large enough effect; inconclusive means small, poorly fitted or top-dose-only effect, or another doubt; inactive means no such curve, though single readings can be large; an effect the other way counts as inactive or inconclusive. Some of the compounds tested; rates above refer to the full screens.

SMILES	GLP-1R inv ag	TDP43 rescue	Akt phos inh	Abeta yeast res	FUS suppressor	Mm-Cpn inhibitor	aSyn yeast inh	HEK293 tox	PTHR1 ag
CCCCN(CC)C(=O)CCCn1c(=O)c2cccn2c2ccccc21	-1.5%	?	nt	6.4%	15.9%	nt	nt	-3.7%	-6.9%
COc1ccc2c(c1)C(C)CC(C)(C)N2C(=O)NC1CCCCC1 (configuration not stated)	76.2%[activator]	-22.7%	i	4.9%	15.8%	-3.0%	1.5%	3.4%	i
CN(Cc1ccccc1F)c1cc2c(c3c1ccn3C)C1CCC2O1 (configuration not stated)	-30.3%	?	i	20.1%	-5.9%	nt	-0.2%	-2.6%	-14.1%
Cn1nnnc1SCC(=O)Nc1cccc(S(=O)(=O)N2CCCCC2)c1	6.3%	24.9%	i	6.2%	nt	0.8%	-3.5%	-2.7%	i
CC(=O)Nc1nc2cc3c(cc2s1)OCO3	-2.8%	21.0%	i	-10.1%	-2.0%	-1.6%	0.1%	8.2%	-2.8%
COc1cc(OC)c(OC)cc1/C=C/c1nc2cc3ccccc3cc2c(=O)n1-c1ccccc1Br	6.0%	14.8%	nt	-2.9%	-7.0%	nt	nt	1.5%	-15.3%
O=C(c1ccc(-n2cccn2)cc1)N1CCc2c([nH]c3ccccc23)C1c1ccccn1 (configuration not stated)	?	?	i	?	?	3.2%	?	-12.4%	-19.1%
Cc1cccn2c(=O)c3cc(C(=O)NCC4CCCO4)c(=N)n(C4CCCC4)c3nc12 (configuration not stated)	19.9%	7.9%	i	-5.6%	1.8%	-6.6%	0.5%	152.2%[activator]	i
O=C(c1ccc(Cl)c(S(=O)(=O)NCc2ccccc2)c1)N1CCN(c2ccccn2)CC1	-18.3%	-14.0%	i	15.3%	15.9%	2.2%	-6.0%	-23.9%	-29.3%
CCc1sc(C(=O)Nc2ccc(N3CCOCC3)cc2)cc1C	?	17.5%	i	-3.3%	9.8%	-1.4%	3.9%	-23.0%	i
CC(=O)Nc1ccc(NC(=O)C(C)OC(=O)c2ccc(OCc3c(C)noc3C)cc2)cc1 (configuration not stated)	1.1%	-16.9%	nt	9.9%	8.8%	2.5%	0.8%	8.0%	-12.3%[57.5 µM]
CC1OC(CCc2cccc(Cl)c2)Cc2[nH][nH]c(=O)c21 (configuration not stated)	-25.8%	11.6%	i	-10.1%	4.8%	nt	-3.7%	4.5%	-43.9%[inhibitor]
CC(O)(c1ccc(F)c(F)c1)c1nc(/C=C/c2ccccc2)cs1 (configuration not stated)	?	-78.3%[inhibitor]	i	18.6%	25.4%	nt	-59.3%[inhibitor]	-3.1%	-8.8%
NC(=S)Nc1cc(Cl)ccc1Cl	2.7%	19.6%	i	4.9%	-13.5%	-1.2%	-0.6%	-8.3%	-18.9%
COc1ccc(-c2csc(C(C)(O)c3cccnc3)n2)cn1 (configuration not stated)	8.1%	-9.8%	i	-13.9%	-14.9%	nt	-4.8%	3.7%	-45.2%[inhibitor]
CC(=O)OC1C2CCC1C([N+]1(C)CCCCC1)CC2 (configuration not stated)	12.0%	26.0%	i	-5.6%	-8.0%	0.4%	0.1%	20.2%	i
CCOC(=O)c1cnc2ccc(OC)cc2c1NCCc1ccccc1	3.5%	-5.8%	nt	-11.7%	-8.5%	nt	nt	-5.1%	?
C=CCn1c(COc2ccc(Cl)cc2)nnc1SCC(=O)N/N=C/c1cccc(O)c1	?	28.1%	i	12.2%	23.6%	-0.3%	2.9%	-14.3%	-22.4%
Cc1ccc(N(CC(=O)Nc2cc(C)cc(C)c2)S(=O)(=O)c2c(C)noc2C)cc1	?	0.0%	i	-14.7%	21.4%	-19.6%	20.9%	-18.6%	-43.6%
COCC(C)N1C(=O)Cc2c1nc(N)c1c(N)nc(N3CCN(c4ccccc4F)CC3)c(C#N)c21 (configuration not stated)	16.9%	0.2%	i	6.6%	31.7%	-1.3%	13.8%	-16.8%	-19.3%
O=C(NCCn1cc(SCc2ccc(F)cc2)c2ccccc21)c1ccccc1F	7.94µM*	0.0%	i	4.5%	26.6%	-3.4%	15.5%	-10.6%	-42.2%[inhibitor]
O=C(O)COc1ccc(/C=N/NC(=O)/C(=C/C=C/c2ccccc2)NC(=O)c2ccccc2)cc1	21.8%	-1.7%	i	-16.4%	28.2%	-3.9%	-4.3%	1.2%	17.0%
COc1cc(NC(=O)c2cnn(-c3cccc(F)c3)c2C2CCNCC2)cc(OC)c1OC	-15.7%	11.7%	nt	1.2%	0.7%	nt	1.6%	-4.1%	i
Nn1c(SCC(=O)Nc2ccc(F)cc2)nnc1C1CCCCC1	0.0%	4.2%	i	-3.9%	-1.9%	1.3%	-5.6%	-5.8%	-2.7%[57.5 µM]
COc1ccc(/C=C2\SC(=S)N(CC3CCCO3)C2=O)cc1 (configuration not stated)	?	0.3%	i	-13.1%	22.3%	3.2%	-2.0%	-4.6%	-12.3%
CCCCOc1ccc(CNC(=O)Cn2ncn3c(cc4cc(F)ccc43)c2=O)cc1	6.8%	?	nt	-0.8%	0.3%	nt	nt	-0.9%	-6.3%
CCn1c(C(C)NC(=O)c2cccc(C)c2)n[nH]c1=S (configuration not stated)	14.6%	17.4%	i	-5.9%	-2.2%	-1.3%	-3.3%	-9.7%	i
CCOC(=O)c1ccccc1NC(=O)CSc1ncc2c(n1)-c1ccccc1N(CC)S2(=O)=O	-28.4%	22.4%	nt	-16.5%	13.6%	nt	nt	5.0%	-1.2%
CC(C)(C)c1ccc(/C=C2\SC(=O)N(CCNC(=O)c3cccc(S(=O)(=O)N4CCOCC4)c3)C2=O)cc1	?	-17.4%	i	13.4%	37.1%	0.6%	10.5%	-21.6%	-26.8%
O=C(CSc1nncs1)Nc1nnc(-c2ccccc2)o1	4.9%	0.0%	i	-2.2%	-1.6%	2.6%	-0.3%	12.9%	i
NC(=O)C1CC(=O)N(c2ccc(OCC(=O)NCc3ccccc3)cc2)C1 (configuration not stated)	21.4%	-12.9%	i	-5.8%	-6.2%	0.6%	5.1%	-5.9%	i
COCCCNC(=S)N/N=C/c1ccc(O)cc1	16.9%	8.6%	i	-3.8%	4.9%	-3.6%	3.4%	4.2%	-2.4%
C=C1c2ccccc2NC(=S)N1Cc1ccc2c(c1)OCO2	?	10.0%	i	19.3%	10.6%	-6.2%	-0.9%	-2.9%	-32.1%[inhibitor]
Cc1c(C(=O)OCc2nnc(-c3ccccc3)o2)oc2ccccc12	12.2%	-3.0%	i	-2.2%	-20.8%	-0.2%	16.7%	5.8%	i
COc1cc(NC(=O)CN2Cc3ccccc3C2=O)cc(OC)c1OC	1.9%	15.7%	nt	0.4%	-5.7%	nt	nt	-6.4%	5.8%
CCCCN(C(C)=O)c1c(CC)nc2ccc(C(=O)NCCOc3ccc(OC)cc3)cn12	1.3%	7.5%	i	-9.4%	13.0%	nt	-1.0%	-0.2%	i
O=C(NCc1ccc(F)cc1)c1cc(C2CCCN(C(=O)c3ccccn3)C2)on1 (configuration not stated)	16.6%	-7.5%	i	-19.5%	-4.8%	nt	-0.3%	4.1%	-5.9%
Cc1cc2nncn2c(Cc2ccccc2)n1	0.0%	21.4%	i	11.5%	nt	-0.1%	-6.0%	-1.0%	i
Cc1nn(-c2cc(Cl)ccc2Cl)c(C)c1C(=O)O	-3.3%	20.2%	i	-20.2%	-5.2%	-1.4%	-1.3%	-10.0%	i
COc1ccc(CCNC(=O)c2cc(-c3cc(C)c(C)cc3O)n[nH]2)cc1OC	3.5%	6.3%	i	17.8%	21.3%	0.6%	-1.3%	-8.9%	-5.4%[57.5 µM]
O=C(COC(=O)c1ccc2c(c1)OCO2)NCc1ccc(Cl)cc1	1.3%	6.0%	i	-10.7%	14.8%	-0.7%	0.3%	-16.0%	-4.1%[57.5 µM]
CN(CC(=O)Nc1sccc1C#N)C1CCCCC1	-19.7%	-2.8%	i	5.3%	0.5%	-1.6%	-7.0%	-6.9%	i
CC(=O)c1cccc(NC(=O)N2CCCC2C(=O)Nc2c(C)cccc2C)c1 (configuration not stated)	3.0%	6.9%	i	1.5%	9.1%	2.1%	-0.9%	-17.1%	i
CCC[n+]1c2ccccc2cc2ccccc21	?	-7.9%	i	-23.0%	23.4%	-1.1%	-5.2%	466.9%[activator]	-34.9%[inhibitor]
OC(COc1cc(Cl)c(Cl)cc1Cl)CN1CCN(c2ncccn2)CC1 (configuration not stated)	-2.3%	1.3%	i	0.3%	-1.5%	2.3%	5.6%	-18.5%	-33.8%[inhibitor]
CC(C)[C@H](NC(=O)OCc1ccccc1)C(=O)OCc1cc(=O)oc2cc(O)ccc12	?	-3.8%	i	5.6%	nt	-2.4%	2.9%	116.2%[activator]	-38.9%
O=C(NCCNC(=O)c1ccco1)c1ccco1	12.5%	6.7%	i	1.4%	-15.9%	0.0%	2.9%	11.6%	i
CCC(C)c1ccc(NC(=O)COC(=O)CCNC(=O)c2ccco2)cc1 (configuration not stated)	3.1%	8.9%	i	0.0%	14.9%	-0.1%	0.7%	-5.9%	i
